Source: PubChem BioAssay (Broad Institute)
NSD2 block – blocks human NSD2 histone methyltransferase activity; inhibition, % at 12.5 µM; NSD2-SET H3K36me1 DELFIA fluorescence, biochemical; 44,000 compounds, 0.07% hits; in the data active = inhibition above about 54%, passing the limit was not always enough;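 also: inhibitors reduce the monomethyl H3K36 fluorescence signal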
Starred values were filed as active, the others as inactive; & = joins results of further samples. The list is partial; count on the stated rates, not on these rows.

mol | NSD2 block
C[C@H]1CN([C@@H](C)CO)C(=O)c2cc(NC(=O)Nc3ccccc3)ccc2O[C@H]1CN(C)S(=O)(=O)c1ccc(Cl)cc1 | 2
CCCNC(=O)N(C)C[C@H]1Oc2ncc(C#CC3CC3)cc2C(=O)N([C@H](C)CO)C[C@H]1C | 5
C[C@H]1CN([C@@H](C)CO)C(=O)c2cc(NS(C)(=O)=O)ccc2O[C@@H]1CN(C)Cc1ccc(C(F)(F)F)cc1 | 0
S=C(NCc1ccccc1)NC(Cc1ccccc1)c1ccccc1 (stereo not drawn) | -23
Cc1noc(C)c1NC(=O)N(C)C[C@H]1Oc2ccc(NS(=O)(=O)c3cn(C)cn3)cc2CC(=O)N([C@H](C)CO)C[C@H]1C | -2
O=C(NO)c1ccc(C(=O)N/N=C/c2cc(O)ccc2Br)cc1 | 0
C[C@@H]1CN([C@H](C)CO)C(=O)Cc2cc(NC(=O)CCC(F)(F)F)ccc2O[C@H]1CN(C)C(=O)Nc1ccc(F)cc1 | 2
C[C@H]1CN([C@@H](C)CO)S(=O)(=O)c2ccc(-c3ccccc3)cc2O[C@H]1CN(C)C(=O)c1ccc2c(c1)OCO2 | 0
C/C=C/c1ccc2c(c1)O[C@@H](CN(C)Cc1ccccn1)[C@@H](C)CN([C@H](C)CO)S2(=O)=O | -5
C[C@@H]1CCCCO[C@@H](CN(C)S(C)(=O)=O)[C@@H](C)CN([C@H](C)CO)C(=O)c2cc(NC(=O)c3ccccc3)ccc2O1 | -3
COCC(=O)N(C)C[C@@H]1Oc2cc(-c3ccc(C#N)cc3)ccc2S(=O)(=O)N([C@H](C)CO)C[C@H]1C | -1
O=C(CCCCC(=O)N/N=C/c1ccc[nH]1)NO | 2

More structures:
mol | NSD2 block
Cc1ccc(S(=O)(=O)Nc2ccc3c(c2)C(=O)N([C@H](C)CO)C[C@@H](C)[C@H](CN(C)Cc2ccc(C(F)(F)F)cc2)O3)cc1 | -2
O=C(Nc1ccc(F)cc1)Nc1ccc2c(c1)[C@@H]1C[C@@H](CC(=O)N3CCCCC3)O[C@@H](CO)[C@@H]1O2 | 0
C[C@H](CO)N1C[C@H](C)[C@H](CN(C)C(=O)Cc2ccncc2)Oc2ncc(C#C[C@@H](C)O)cc2C1=O | 1
C[C@H](CO)N1C[C@H](C)[C@@H](CN(C)S(C)(=O)=O)OCCCC[C@H](C)Oc2ccc(NS(C)(=O)=O)cc2C1=O | 6
C[C@@H]1CN([C@H](C)CO)C(=O)Cc2cc(NS(C)(=O)=O)ccc2O[C@H]1CN(C)Cc1ccc(Cl)c(Cl)c1 | -5
C[C@H]1CN([C@@H](C)CO)S(=O)(=O)c2ccc(C3=CCCC3)cc2O[C@@H]1CN(C)C(=O)Nc1ccc2c(c1)OCO2 | 2
CNC[C@H]1Oc2c(NC(=O)Nc3ccccc3)cccc2C(=O)N([C@@H](C)CO)C[C@H]1C | 5
C[C@H](CO)N1C[C@H](C)[C@H](CN(C)S(=O)(=O)c2cn(C)cn2)Oc2ncc(-c3cccc(C(F)(F)F)c3)cc2C1=O | 1
Cc1noc(C)c1NC(=O)Nc1ccc2c(c1)CC(=O)N([C@@H](C)CO)C[C@@H](C)[C@@H](CN(C)C(=O)Nc1ccccc1)O2 | 1
C[C@@H]1CN([C@@H](C)CO)S(=O)(=O)c2ccc(C3=CCCCC3)cc2O[C@@H]1CN(C)CC1CC1 | -2
Cc1ccc(-c2ccc3c(c2)O[C@H](CN(C)Cc2ccncc2)[C@@H](C)CN([C@H](C)CO)S3(=O)=O)cc1 | 1
C[C@@H]1CN([C@@H](C)CO)C(=O)c2cc(NS(=O)(=O)c3cn(C)cn3)ccc2O[C@H]1CN(C)Cc1ccncc1 | 7

Following part
mol | NSD2 block
C[C@H](CO)N1C[C@H](C)[C@H](CN(C)Cc2ccc3c(c2)OCO3)OCCCC[C@H](C)Oc2ccc(NC(=O)Nc3ccc4c(c3)OCO4)cc2C1=O | 5
C[C@H](CO)N1C[C@H](C)[C@H](CN(C)CC2CC2)Oc2ccc(NS(=O)(=O)c3cccs3)cc2CC1=O | -2
COc1cccc(NC(=O)N[C@H]2CC[C@H](CC(=O)Nc3ccc(-c4ccccc4)cc3)O[C@H]2CO)c1 | 11
COc1ccc(NC(=O)Nc2ccc3c(c2)CC(=O)N([C@@H](C)CO)C[C@@H](C)[C@@H](CN(C)Cc2ccc(C(=O)Nc4ccccc4N)cc2)O3)cc1 | -8
C[C@@H]1CN([C@H](C)CO)C(=O)c2cc(NC(=O)c3ccncc3)ccc2O[C@@H]1CN(C)S(=O)(=O)c1cn(C)cn1 | 1
Cc1ccc(-c2cnc3c(c2)C(=O)N([C@H](C)CO)C[C@H](C)[C@@H](CN(C)Cc2ccccc2C(=O)O)O3)cc1 | -1
C[C@@H]1CN([C@@H](C)CO)C(=O)Cc2cc(NC(=O)C3CCCCC3)ccc2O[C@H]1CN(C)S(C)(=O)=O | 0
CC(=O)N(C)C[C@H]1Oc2cc(C#Cc3cccc(F)c3)ccc2S(=O)(=O)N([C@H](C)CO)C[C@H]1C | -3
C[C@@H]1CCCCO[C@@H](CN(C)S(=O)(=O)c2ccc(F)cc2)[C@H](C)CN([C@@H](C)CO)C(=O)c2cc(NS(=O)(=O)c3ccccc3)ccc2O1 | -5
C[C@@H]1CCCCO[C@H](CN(C)Cc2ccc(C(F)(F)F)cc2)[C@H](C)CN([C@@H](C)CO)C(=O)c2cc(NS(=O)(=O)c3cccs3)ccc2O1 | -2
C[C@@H]1CCCCO[C@@H](CN(C)C(=O)Cc2ccccc2)[C@@H](C)CN([C@@H](C)CO)C(=O)c2cc(NS(C)(=O)=O)ccc2O1 | 3
Cc1noc(C)c1NC(=O)N(C)C[C@H]1Oc2ccc(NC(=O)Cc3cn(C)c4ccccc34)cc2C(=O)N([C@H](C)CO)C[C@H]1C | 3

Next section (4 carried over from the part before).
mol | NSD2 block
C[C@@H]1CCCCO[C@@H](CN(C)S(=O)(=O)c2ccc(F)cc2)[C@H](C)CN([C@@H](C)CO)C(=O)c2cc(NS(=O)(=O)c3ccccc3)ccc2O1 | -5
C[C@@H]1CCCCO[C@H](CN(C)Cc2ccc(C(F)(F)F)cc2)[C@H](C)CN([C@@H](C)CO)C(=O)c2cc(NS(=O)(=O)c3cccs3)ccc2O1 | -2
C[C@@H]1CCCCO[C@@H](CN(C)C(=O)Cc2ccccc2)[C@@H](C)CN([C@@H](C)CO)C(=O)c2cc(NS(C)(=O)=O)ccc2O1 | 3
Cc1noc(C)c1NC(=O)N(C)C[C@H]1Oc2ccc(NC(=O)Cc3cn(C)c4ccccc34)cc2C(=O)N([C@H](C)CO)C[C@H]1C | 3
COC(=O)C(CC#Cc1ccc2c(c1)[C@]1(C(=O)N2)[C@H](C(=O)N2CCN(c3ncccn3)CC2)[C@H]2C(=O)O[C@H](c3ccccc3)[C@H](c3ccccc3)N2[C@@H]1c1ccc(O)cc1)C(=O)OC | 3
COc1ccc(NC(=O)Nc2ccc3c(c2)CC(=O)N([C@@H](C)CO)C[C@@H](C)[C@H](CN(C)S(=O)(=O)c2ccccc2)O3)cc1 | 0
COc1ccc(NC(=O)N[C@H]2C=C[C@@H](CC(=O)NC3CCC3)O[C@H]2CO)cc1 | -45
CC(C)NC(=O)Nc1ccc2c(c1)C(=O)N([C@H](C)CO)C[C@@H](C)[C@H](CN(C)C(=O)NC(C)C)O2 | 1
C[C@H](CO)N1C[C@H](C)[C@H](CN(C)Cc2ccc(O)cc2)OCc2cnnn2CCCC1=O | 3
COc1ccc(NC(=O)N(C)C[C@@H]2Oc3cc(C#CCC(C)C)ccc3S(=O)(=O)N([C@@H](C)CO)C[C@H]2C)cc1 | -1
C[C@@H]1CN([C@H](C)CO)C(=O)c2cc(NS(=O)(=O)c3ccc(F)cc3)ccc2O[C@H]1CN(C)C(=O)NC1CCCCC1 | 1
CCCN(C)C[C@H]1OCCCC[C@@H](C)Oc2ccc(N(C)C)cc2C(=O)N([C@@H](C)CO)C[C@H]1C | 19
COCC(=O)N(C)C[C@@H]1Oc2cc(C#CC(C)C)ccc2S(=O)(=O)N([C@H](C)CO)C[C@@H]1C | 2
NS(=O)(=O)c1cccc2c1c([N+](=O)[O-])cc1[nH]c(=O)c(=O)[nH]c12 | -3&-1
C[C@@H]1CN([C@@H](C)CO)C(=O)c2cccc(NC(=O)C3CC3)c2O[C@@H]1CN(C)CC1CCCCC1 | 1
C[C@H]1CN([C@@H](C)CO)S(=O)(=O)c2ccc(-c3ccccc3F)cc2O[C@H]1CN(C)C | -2

Additional entries:
mol | NSD2 block
C[C@@H]1CN([C@@H](C)CO)S(=O)(=O)c2ccc(-c3ccc(C(=O)N(C)C)cc3)cc2O[C@@H]1CN(C)Cc1ccccc1C(=O)O | 4
Cc1ccc(S(=O)(=O)N(C)C[C@H]2Oc3cc(C#Cc4ccncc4)ccc3S(=O)(=O)N([C@H](C)CO)C[C@@H]2C)cc1 | 11
Cc1ccc(-c2ccc3c(c2)O[C@@H](CN(C)C(=O)CN(C)C)[C@H](C)CN([C@H](C)CO)S3(=O)=O)cc1 | -23
Cc1ccc(S(=O)(=O)N(C)C[C@@H]2Oc3ccc(NS(=O)(=O)c4cccs4)cc3CC(=O)N([C@H](C)CO)C[C@H]2C)cc1 | 4
C[C@H]1CN([C@@H](C)CO)S(=O)(=O)c2ccc(-c3cccnc3)cc2O[C@@H]1CN(C)Cc1ccccn1 | 3
C[C@@H]1CN([C@@H](C)CO)S(=O)(=O)c2ccc(-c3ccc(C#N)cc3)cc2O[C@@H]1CN(C)Cc1ccccn1 | 7
COc1ccc(NC(=O)N(C)C[C@@H]2Oc3ccc(NC(=O)C4CCCCC4)cc3C(=O)N([C@H](C)CO)C[C@H]2C)cc1 | 0
CNC[C@H]1Oc2ccc(NS(=O)(=O)c3ccc(F)cc3)cc2C(=O)N([C@@H](C)CO)C[C@@H]1C | -1
O=C(CSc1nccc(=O)[nH]1)N1CCCc2ccccc21 | 1
C[C@H](CO)N1C[C@H](C)[C@@H](CN(C)S(C)(=O)=O)Oc2ccc(NC(=O)Nc3cccc4ccccc34)cc2C1=O | -1
C[C@H]1CN([C@@H](C)CO)C(=O)c2cccc(NC(=O)C3CC3)c2O[C@@H]1CN(C)C(=O)Nc1ccc(C(F)(F)F)cc1 | 5
COc1ccc(NC(=O)Nc2ccc3c(c2)C(=O)N([C@@H](C)CO)C[C@@H](C)[C@H](CN(C)Cc2ccc(C(F)(F)F)cc2)O3)cc1 | 0

(further entries)
mol | NSD2 block
C[C@H]1CN([C@@H](C)CO)C(=O)c2cc(NS(C)(=O)=O)ccc2O[C@H]1CN(C)C(=O)Nc1ccc(C(F)(F)F)cc1 | 17
C[C@H](CO)N1C[C@H](C)[C@H](CN(C)C(=O)NC2CCCC2)Oc2ncc(-c3cccc(F)c3)cc2C1=O | 2
CN1C(=O)[C@@H]2[C@@H](CC(COc3ccccc3)=C3[C@@H](c4ccccc4)OB(O)C[C@@H]32)C1=O | 0
C[C@@H]1CN([C@H](C)CO)C(=O)Cc2cc(NS(=O)(=O)c3ccc(Cl)cc3)ccc2O[C@H]1CN(C)S(=O)(=O)c1ccc(F)cc1 | 3
C[C@@H]1CCCCO[C@H](CN(C)Cc2ccc(Cl)c(Cl)c2)[C@@H](C)CN([C@H](C)CO)C(=O)c2cc(NC(=O)c3ccccc3)ccc2O1 | -2
C[C@@H]1CN([C@H](C)CO)C(=O)c2ccccc2-c2ccccc2CO[C@@H]1CN(C)S(C)(=O)=O | 8
C[C@H](CO)N1C[C@H](C)[C@@H](CN(C)Cc2ccccc2)Oc2ncc(C3=CCCC3)cc2C1=O | 16
CCCN(C)C[C@@H]1Oc2cc(C#Cc3cccc(OC)c3)ccc2S(=O)(=O)N([C@@H](C)CO)C[C@@H]1C | 1
C[C@@H]1CN([C@H](C)CO)C(=O)c2cc(-c3cncnc3)cnc2O[C@@H]1CN(C)C(=O)CN1CCOCC1 | -64
C[C@H]1CN([C@@H](C)CO)C(=O)c2cccc(NS(C)(=O)=O)c2O[C@@H]1CN(C)S(=O)(=O)c1ccc(Cl)cc1 | 1
CNC[C@@H]1OCCCC[C@H](C)Oc2ccc(NC(=O)Nc3ccccc3)cc2C(=O)N([C@H](C)CO)C[C@@H]1C | 4
O=C(N[C@H]1CC[C@H](CC(=O)N2CCOCC2)O[C@@H]1CO)c1ccccn1 | 0

3 compounds out of the list, sorted by molecular weight, high to low.
mol | NSD2 block
CCCN(C)C[C@@H]1Oc2cc(C#Cc3cccc(OC)c3)ccc2S(=O)(=O)N([C@@H](C)CO)C[C@@H]1C | 1
C[C@@H]1CN([C@H](C)CO)C(=O)c2ccccc2-c2ccccc2CO[C@@H]1CN(C)S(C)(=O)=O | 8
O=C(N[C@H]1CC[C@H](CC(=O)N2CCOCC2)O[C@@H]1CO)c1ccccn1 | 0

The list continues:
mol | NSD2 block
C[C@H]1CN([C@@H](C)CO)S(=O)(=O)c2ccc(C#CC3CCCCC3)cc2O[C@@H]1CN(C)C | 1
C[C@@H]1CN([C@@H](C)CO)C(=O)c2cccc(NC(=O)Nc3ccccc3)c2O[C@@H]1CN(C)C(=O)Nc1ccc(F)cc1 | 3
COc1ccc(S(=O)(=O)Nc2cccc3c2O[C@@H](CN(C)S(=O)(=O)c2cccs2)[C@H](C)CN([C@H](C)CO)C3=O)cc1 | -7
C[C@H](NC(=O)N(C)C[C@H]1OCc2ccccc2-c2ccccc2C(=O)N([C@@H](C)CO)C[C@@H]1C)c1ccccc1 | 3
C[C@H]1CN([C@@H](C)CO)C(=O)Cc2cc(NC(=O)CCCCCC(=O)Nc3ccccc3N)ccc2O[C@H]1CN(C)C(=O)Nc1ccc2c(c1)OCO2 | -5
COc1ccc(S(=O)(=O)N(C)C[C@H]2Oc3c(cccc3N(C)C)C(=O)N([C@@H](C)CO)C[C@@H]2C)cc1 | -1
COCC(=O)N(C)C[C@@H]1Oc2cc(C#CCN(C)C)ccc2S(=O)(=O)N([C@@H](C)CO)C[C@@H]1C | 8
C[C@H]1CN([C@@H](C)CO)C(=O)c2cc(NC(=O)CCCCCC(=O)Nc3ccccc3N)ccc2O[C@@H]1CN(C)S(=O)(=O)c1cccs1 | -7
C[C@H](CO)N1C[C@H](C)[C@@H](CN(C)Cc2ccc(Cl)c(Cl)c2)OCCCC[C@H](C)Oc2ccc(NS(=O)(=O)c3cn(C)cn3)cc2C1=O | -2
